High-throughput results from PubChem BioAssay.
MCL1-BIM inh: disrupts human MCL1 binding to BIM-BH3 peptide. Q07820. GST-MCL1 / FITC-Bim-BH3 fluorescence polarization. inhibition, % at 10.9 µM. hit rate 0.68% among 320,000. AID 2057;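 active = inhibition above the mean inhibition of all tested compounds plus 3 SD, set per campaign, cut at about 40% in these data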;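 also: 0% = DMSO wells and 100% = unlabeled Bim-BH3 peptide control; higher means more loss of mP so more displacement of Bim peptide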
PME-1 inh: PME-1 (human) inhibition. hit rate 0.53% among 320,000. inhibition, % at 5.9 µM. Q9Y570. recombinant PME-1, FP-Rh probe fluorescence polarization;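 active = inhibition above the campaign mean of all compounds plus 3 SD, cut at about 26% in these data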;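 also: competitive labeling of PME-1 active site by serine hydrolase directed probe; 0% = PME-1 with DMSO and 100% = wells lacking PME-1 enzyme; inhibitors block probe labeling so polarization falls and inhibition rises; many of its hits are not listed in these tables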
MEX-5 binding: C. elegans MEX-5 TCR-2 RNA binding activity. MEX-5/FITC-TCR2 RNA binding, fluorescence polarization; hits give low values. hit rate 0.38% among 300,000. AID 1832. activity score (negative = inhibition of binding), % at 10 µM;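 active = inhibition past about -25% in most replicates, and total fluorescence under double the plate's negative control median, limit read from the data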;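 also: 0% = DMSO and -100% = 5 µM competing unlabeled TCR2 RNA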
PAD4 inh: blocks human protein arginine deiminase 4; Q9UM07; recombinant PAD4, RCA probe fluorescence polarization; inhibition, % at 6.36 µM; hit rate 0.41% among 330,000;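 active = percent inhibition above a cutoff equal to the mean of all tested compounds plus 3 SD, cut at about 15% in these data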;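 also: 0% = PAD4 with RCA probe and DMSO and 100% = probe without PAD4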
Target sequence (Q9UM07 whole entry, looked up): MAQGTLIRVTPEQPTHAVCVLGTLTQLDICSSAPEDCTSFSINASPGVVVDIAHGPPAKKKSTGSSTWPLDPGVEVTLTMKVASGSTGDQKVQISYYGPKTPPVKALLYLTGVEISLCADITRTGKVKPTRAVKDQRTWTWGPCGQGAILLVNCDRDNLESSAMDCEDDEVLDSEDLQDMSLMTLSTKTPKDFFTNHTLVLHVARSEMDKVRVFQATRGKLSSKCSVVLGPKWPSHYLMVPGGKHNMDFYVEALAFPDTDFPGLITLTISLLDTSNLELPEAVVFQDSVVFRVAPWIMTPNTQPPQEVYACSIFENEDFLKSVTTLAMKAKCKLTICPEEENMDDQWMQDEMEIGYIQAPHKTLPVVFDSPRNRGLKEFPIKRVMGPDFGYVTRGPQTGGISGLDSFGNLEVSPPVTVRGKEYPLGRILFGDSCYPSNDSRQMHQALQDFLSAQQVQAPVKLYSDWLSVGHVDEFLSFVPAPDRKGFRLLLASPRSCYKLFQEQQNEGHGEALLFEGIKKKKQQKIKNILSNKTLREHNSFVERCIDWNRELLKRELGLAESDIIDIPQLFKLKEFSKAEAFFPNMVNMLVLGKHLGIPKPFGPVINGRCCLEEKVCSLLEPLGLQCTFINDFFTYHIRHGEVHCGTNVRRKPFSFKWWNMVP
GLD-1 TGE inh: GLD-1-TGE RNA interaction inhibition (C. elegans) | inhibition, % at 5.96 µM | hit rate 0.44% among 320,000 | AID 2280 | Q17339 | purified GLD-1 + fluorescein TGE RNA, fluorescence polarization;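 active = percent inhibition above a per-plate cutoff, the plate mean of test compounds plus 3 SD, cut at about 30% in these data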;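 also: 0% = DMSO wells with GLD-1 and probe and 100% = wells lacking GLD-1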
Target sequence (Q17339 whole entry, looked up): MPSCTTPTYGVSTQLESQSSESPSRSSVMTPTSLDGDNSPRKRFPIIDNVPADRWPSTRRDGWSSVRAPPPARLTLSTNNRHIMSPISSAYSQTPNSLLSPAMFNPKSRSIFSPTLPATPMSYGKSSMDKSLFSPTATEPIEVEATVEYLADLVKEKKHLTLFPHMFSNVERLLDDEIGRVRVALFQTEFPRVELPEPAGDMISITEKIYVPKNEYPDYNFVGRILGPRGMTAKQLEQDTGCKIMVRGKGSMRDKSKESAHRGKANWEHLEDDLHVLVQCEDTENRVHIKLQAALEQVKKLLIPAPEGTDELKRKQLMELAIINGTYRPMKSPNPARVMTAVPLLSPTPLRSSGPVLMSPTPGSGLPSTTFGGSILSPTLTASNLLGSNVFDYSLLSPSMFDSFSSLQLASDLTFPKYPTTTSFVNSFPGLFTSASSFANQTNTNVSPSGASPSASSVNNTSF
Bcl-xL primary: blocks human Bcl-xL binding to Bim BH3 peptide | Q07817 | GST-Bcl-xL / FITC-Bim BH3 peptide fluorescence polarization | inhibition, % at 10.9 µM | hit rate 0.7% among 320,000 | AID 2129;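 active = inhibition above the mean of all tested compounds plus 3 SD, cutoff set per campaign, cut at about 30% in these data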;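 also: 0% = DMSO wells and 100% = unlabeled Bim-BH3 peptide competitor; inhibitors lower millipolarization by displacing the labeled peptide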
GSTO1 inh: blocks human GSTO1 in RBBP9 counter-screen. AID 1974. hit rate 1.1% among 300,000. recombinant GSTO1, activity-based probe fluorescence polarization. inhibition, % at 5.96 µM;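 active = inhibition above the campaign mean inhibition plus 3 SD, cut at about 35% in these data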;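 also: 0% = GSTO1-1 with DMSO and 100% = wells lacking GSTO1-1 enzyme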
TPT1 inhibitor: C. albicans TPT1 enzyme inhibition; recombinant caTPT1, FP RNA substrate dephosphorylation; hit rate 0.81% among 300,000; AID 1962; inhibition, % at 5 µM;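 active = inhibition above the mean of all tested compounds plus 3 SD, set per screening campaign, cut at about 24% in these data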;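 also: plate controls were DMSO alone for no effect and ferristatin control at 100 nM for full effect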
Fam108B counter: Fam108B inhibition, counter-screen for RBBP9 inhibitors; hit rate 0.33% among 300,000; inhibition, % at 9.51 µM; recombinant Fam108B, FP-Rh probe fluorescence polarization;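 active = inhibition above the screen mean inhibition plus 3 SD, computed separately per campaign, cut at about 18% in these data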;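 also: inhibitors lower polarization as less probe binds the enzyme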
* hit, by the source's call; . = not tested or not shown.

SMILES	MCL1-BIM inh	PME-1 inh	MEX-5 binding	PAD4 inh	GLD-1 TGE inh	Bcl-xL primary	GSTO1 inh	TPT1 inhibitor	Fam108B counter
O=C(CN1CCc2ccccc21)Nc1ccc2c(c1)OCO2	-15	2	0.4	-6	-6	-9	7	18	-3
O=S(=O)(NCCNS(=O)(=O)c1cccs1)c1cccs1	8	3	1.4	3	5	4	8	-7	4
CC1CN(c2nnc(-c3ccccc3)c3ccccc23)CC(C)O1 (configuration not stated)	3	1	2.4	-2	1	7	1	-3	0
CCc1ccc(NC(=O)N2CCC(c3ccccc3)C2)cc1 (configuration not stated)	-3	-9	0.7	-3	4	-1	4	-1	5
CN(C(=O)c1ccccc1[N+](=O)[O-])c1ccccc1C(=O)NCc1ccccc1	1	0	-1.6	0	-2	0	5	1	1
CC1(c2ccc(Cl)c(Cl)c2)NC(=S)N2C1NC(=S)N2c1ccccc1 (configuration not stated)	5	13	-0.3	1	-5	5	-1	1	0
CN1C(=O)[C@H]2[C@@H](C3CC3)N3C(=O)CN(Cc4ccccn4)C(=O)[C@@]3(Cc3ccccc3)[C@H]2C1=O	5	0	-5.4	2	3	-1	1	2	1
CSCCC(NC(=O)c1ccc(Cl)cc1)C(=O)OCC(=O)Nc1ccc(C#N)cc1 (configuration not stated)	0	-2	.	-4	7	1	2	1	-2
COc1ccc(CNC(=O)CCC(=O)N2CC(C)Oc3ccccc32)cc1 (configuration not stated)	-4	-1	-1.5	1	6	0	10	3	0
CCC1CCCCN1CCCNC(=O)c1ccc2c(c1)NC(=O)CN2C (configuration not stated)	28	-5	-4.1	6	-3	19	3	-4	-5
CC[C@H](CO)NCCN[C@H](CC)CO	3	-1	0.4	0	6	5	3	-3	5
CCOc1ccccc1Oc1c(C)oc2cc(OC(=O)N3CCOCC3)ccc2c1=O	5	2	0.5	0	5	2	-4	4	0
COC(=O)C1=C[C@@H](C(=O)OC)[C@@H]2C3=C(C(=O)[C@]2(CC(C)C)NC(=O)c2ccccc2)[C@H](C)n2c(=O)n(-c4ccccc4)c(=O)n2[C@@H]3C1	1	7	2.6	0	-4	-3	0	-3	-1
C=CCNC(=O)N1CCC(c2nc3ccccc3s2)CC1	7	-2	-0.4	-2	2	3	-1	-1	-3
Cc1cc(C)c(S(=O)(=O)NCCc2cc3ccc(C)c(C)c3[nH]c2=O)c(C)c1	9	2	0.1	3	3	6	-2	-2	-3
COc1ccc(-n2nnnc2SCC(=O)Nc2nnc(C)s2)cc1OC	6	-8	-1.1	-1	3	6	5	-1	-1
O=C(c1ccc(N2CCC3(CC2)OCCO3)c([N+](=O)[O-])c1)N1CCOCC1	-1	1	1.9	-3	3	-1	5	-2	3
O=C(COc1ccccc1)Nc1nonc1NC(=O)COc1ccccc1	-3	5	-0.1	-3	4	3	-1	0	-2
Cc1cn2c(nc1=O)OC1CC2OC1CO (configuration not stated)	-4	2	2.1	-3	-5	2	2	0	-3
CC1(C)CC(=O)c2cnc(N3CCc4ccccc4C3)nc2C1	1	3	-0.5	-6	-3	-2	0	1	2
O=C(c1ccc(F)cc1)N1CCN(c2ccccn2)CC1	-8	-8	1.8	-1	0	6	-2	4	2
O=C(Nc1ccc(Br)cc1Br)C1CC(=O)N(Cc2ccccc2)C1 (configuration not stated)	-11	4	1.2	0	-1	1	2	0	-2
CCC(C)N(C(=O)Cn1nc(C)c([N+](=O)[O-])c1C)C1CCS(=O)(=O)C1 (configuration not stated)	-4	-2	-1.3	0	5	-6	7	1	3
CC1CCC(NC(=O)CN(C)S(=O)(=O)c2cccc3cccnc23)CC1 (configuration not stated)	9	3	1.3	3	2	6	0	3	-2
OC(COCc1ccccc1)CN1CCCC1 (configuration not stated)	3	7	-1.2	2	-3	3	-4	2	3
Cc1ccc(NC2CCCN(C(=O)c3ccnc(Cl)c3)C2)cc1C (configuration not stated)	1	-4	-0.9	-3	5	5	1	3	-1
COC(=O)[C@@H](NC(=O)NCc1ccccc1F)C(C)C	-3	-2	1.1	-6	-4	1	-5	-3	-1
CN(CC(=O)Nc1ccc(Cl)cc1)C(=O)CCc1nc2sc3c(c2c(=O)[nH]1)CCCC3	-12	-10	-4.3	-9	-3	-10	-13	23	-8
CC(=O)Nc1ccc(S(=O)(=O)Nc2cccc(NC(=O)C(C)(C)C)c2)cc1	-1	2	0.2	-3	-2	3	-9	0	-4
CCC(C)c1ccc(OCc2ccc(C(=O)OC)o2)cc1 (configuration not stated)	3	1	.	1	-1	-3	1	-1	-2
Cc1ccc(C(=O)NC(C)c2ccc(-n3ccnc3)cc2)o1 (configuration not stated)	-5	-1	0.5	-1	8	-2	-6	6	-1
CCOC(=O)C1CCN(C2CCN(C(=O)c3oc4c(F)cccc4c3C)CC2)CC1	-10	-11	5.9	-9	-11	1	-1	17	-7
COc1cc(N)n(S(=O)(=O)c2ccc(C)cc2)n1	-2	2	1.3	1	12	-1	7	-3	4
CCCC(=O)N(CCN1CCOCC1)c1nc2c(OC)ccc(C)c2s1	-3	-7	1.0	-5	1	1	13	-4	3
O=C(O)COc1ccc(NC(=O)c2ccc(NC(=O)c3ccco3)cc2)cc1	7	-6	1.8	-6	7	5	-9	-4	-1
O=C(CN1CCN(c2cccc(C(F)(F)F)c2)CC1)N(C1CC1)C1CCS(=O)(=O)C1 (configuration not stated)	-15	1	.	-5	0	-2	.	.	.
COc1ccc(N2C(=NC(=O)C3CCCCC3)SC3CS(=O)(=O)CC32)c(OC)c1 (configuration not stated)	1	-7	-0.6	-1	7	0	11	2	0
Cc1ccccc1NC(=O)c1sc(NC(=O)C2CC2)nc1C	10	1	-1.6	3	17	1	3	2	1
Cc1cccc(NC(=O)COc2ccc(-c3nn(C)c(=O)c4ccccc34)cc2)c1	0	-3	-0.5	-1	3	-1	-8	2	0
COc1ccc(N2CCN(S(=O)(=O)CCNC(=O)C3CCCCC3)CC2)cc1	-1	-3	1.8	2	1	-1	-3	-1	-3
CS(=O)(=O)c1ccc(NC(=O)CCN2C(=O)C3CC=CCC3C2=O)cc1 (configuration not stated)	-18	-2	0.3	1	3	-12	-2	2	3
COc1ccc(F)cc1S(=O)(=O)Nc1ccc(C)cc1	6	7	1.9	-6	-5	7	3	-4	5
Oc1cccnc1CCc1ccccc1	11	-6	0.0	4	-2	7	1	1	5
COc1ccc(NC(=O)COC(C)=O)cc1OC	0	-3	.	-1	-1	-2	0	-1	7
Cc1cc(NC(=O)c2ccc(C#N)cc2)n(-c2ccccn2)n1	3	3	-1.3	-3	4	7	-3	-2	-5
COc1cc2ccccc2cc1C(=O)N1CCCC(C(F)(F)F)C1 (configuration not stated)	-14	7	.	-7	-4	-3	.	.	.
O=C(NC1CCN(Cc2ccccc2)C1)c1cc(S(=O)(=O)N2CCOCC2)ccc1Cl (configuration not stated)	2	3	.	-8	0	-5	.	.	.
COc1ccc(CNS(=O)(=O)c2ccc3c(c2)CCN3C(=O)C2CC2)cc1	1	-1	-1.4	4	-4	1	2	0	4
COc1ccccc1-c1nnc(NC(=O)c2ccc(S(=O)(=O)N(C)C)cc2)o1	2	7	-0.7	3	-3	4	-4	0	0
CCOC(=O)c1nc(NCc2ccccc2)sc1C	10	-2	1.3	0	2	8	3	2	2
COCCNc1nc(SC)nc2sc3c(c12)CCN(C)C3	0	1	1.6	-5	-4	1	-2	1	-10
COc1cccc(-c2nc3n(n2)C(c2cccs2)C(C(=O)Nc2cccnc2)=C(C)N3)c1 (configuration not stated)	6	1	1.9	-2	5	1	-6	0	0
O=C1[C@H]2[C@@H](c3ccc(Cl)cc3)N3C(=O)N(c4cccc(Br)c4)C(=O)[C@@]3(Cc3ccc(Cl)cc3)[C@H]2C(=O)N1C1CCCCC1	-1	-13	4.3	3	9	-2	-19	1	-29
O=C(O)c1ccccc1SCC(=O)N1CCc2ccccc21	10	0	2.3	6	11	14	-4	139*	4
Cc1ccc(C)c(NS(=O)(=O)c2cc(C(=O)N3CCCC3)ccc2Cl)c1	-1	4	0.2	-6	-2	2	-5	-5	1
CCN(CC)CCNC(=O)c1ccc(NC(=O)c2ccc(F)cc2F)cc1	-3	-1	-2.7	1	6	2	5	1	1
CCOC(=O)N1CCN(C(=O)CN2C(=O)CC(C)(C)S(=O)(=O)c3ccccc32)CC1	-2	4	-2.3	-3	3	-2	2	0	0
COc1ccc2occ(C(=O)c3ccccc3)c2c1	5	5	0.5	5	-3	4	15	1	2
O=C(NCc1ccccc1)C1CCCN(c2cnccn2)C1 (configuration not stated)	-6	0	-0.5	-3	-9	-2	6	0	-5
O=C(c1ccccc1Sc1ccc([N+](=O)[O-])cc1Cl)N1CCOCC1	12	7	-0.7	3	3	4	6	-3	4

Carrying on:
SMILES	MCL1-BIM inh	PME-1 inh	MEX-5 binding	PAD4 inh	GLD-1 TGE inh	Bcl-xL primary	GSTO1 inh	TPT1 inhibitor	Fam108B counter
Cc1cc2ncn(C(=O)c3c(-c4ccccc4)noc3C)c2cc1C	-2	6	5.0	-1	5	4	-3	1	5
CC(=O)NCCNC(=O)c1oc2ccccc2c1CSc1ncn[nH]1	-4	-6	2.2	1	-1	2	-4	2	0
COCCn1nnnc1C(c1ccccc1OC)N1CCN(C(=O)c2ccco2)CC1 (configuration not stated)	7	-2	-3.1	2	-5	5	2	-2	5
O=C(COC(=O)c1ccc([N+](=O)[O-])s1)Nc1ccccc1	-11	-6	.	33*	-1	3	65*	-2	10
Cn1cccc2[nH]c(=O)nc1-2	-19	0	-1.7	-8	4	-8	-2	0	-2
COc1ccc(-n2nc(C(=O)N3CCC(C#N)CC3)c3c4ccccc4n(C)c3c2=O)cc1	-3	-1	3.3	-3	9	1	0	-1	3
Nc1nnc(CC(=O)N/N=C/c2ccc(-c3ccccc3Cl)o2)s1	4	0	-1.8	0	-3	12	-2	10	3
CCOC(=O)Cn1nnnc1C(CC)N(Cc1ccccc1)Cc1cc2cc(C)ccc2[nH]c1=O (configuration not stated)	-7	3	1.8	-8	7	-10	-1	2	-1
CCC1CCC2(CC1)SCC(=O)N2c1ccccc1 (configuration not stated)	3	0	-1.9	0	4	6	-5	-2	0
Cc1ccc(C(=O)C[n+]2ccc(-c3nnc4n3CCC4)cc2)cc1	-3	-5	-5.9	-4	4	1	-4	2	2
O=C(On1c(-c2ccccc2)nc2ccccc2c1=O)c1ccco1	9	-1	2.5	-1	-12	5	2	-4	6
CC(C)n1c(SCC(=O)N2CCN(C(=O)c3ccco3)CC2)nc2c1c(=O)n(C)c(=O)n2C	-2	-2	0.7	-3	5	5	4	0	3
c1ccc(-c2csc3ncnc(N4CCc5ccccc5C4)c23)cc1	-9	0	-1.2	0	3	-2	-2	-4	-2
COc1cc(CC(=O)NCCc2ccc(OCc3ccccc3)cc2)c([N+](=O)[O-])cc1OC	-1	-3	0.5	-2	1	-5	1	4	1

Retrieved by compound from the list above (3):
SMILES	MCL1-BIM inh	PME-1 inh	MEX-5 binding	PAD4 inh	GLD-1 TGE inh	Bcl-xL primary	GSTO1 inh	TPT1 inhibitor	Fam108B counter
O=C(On1c(-c2ccccc2)nc2ccccc2c1=O)c1ccco1	9	-1	2.5	-1	-12	5	2	-4	6
CCC1CCC2(CC1)SCC(=O)N2c1ccccc1 (configuration not stated)	3	0	-1.9	0	4	6	-5	-2	0
Cn1cccc2[nH]c(=O)nc1-2	-19	0	-1.7	-8	4	-8	-2	0	-2

Some of the compounds tested, so the mix of outcomes need not match the whole.
